# STAT1 activator = STAT1 signaling activators, primary screen, cell-based, HTS, luciferase reporter; NIH 3T3 STAT1-luciferase reporter, IFN-gamma, luminescence; 100% = IFN-gamma alone, no compound; activation (% of control), % at 5.5 µM; hit rate 2.6% among 200,000; AID 932, 2007;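 active = activation above the screen-wide mean activation plus 3 SD, cut at about 130% in these data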;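 note: raw ratio to IFN-gamma control signal so 100% means no change and 0% no light; values of inactives mirror those of a sister screen read the other way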
# FLuc inhib CS = firefly luciferase enzyme inhibitors, primary screen, artefact control for luciferase-based inhibitor screens, biochemical, luminescence, ATPLite; AID 1006, 2008; 10 min; Luciferin 4-monooxygenase (Photinus pyralis), P08659; hit rate 1.5% among 200,000; inhibition, % at 10 µM;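 active = inhibition above about 50% when tested at 10 µM, limit read from the data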
# Target sequence (P08659 whole entry, looked up): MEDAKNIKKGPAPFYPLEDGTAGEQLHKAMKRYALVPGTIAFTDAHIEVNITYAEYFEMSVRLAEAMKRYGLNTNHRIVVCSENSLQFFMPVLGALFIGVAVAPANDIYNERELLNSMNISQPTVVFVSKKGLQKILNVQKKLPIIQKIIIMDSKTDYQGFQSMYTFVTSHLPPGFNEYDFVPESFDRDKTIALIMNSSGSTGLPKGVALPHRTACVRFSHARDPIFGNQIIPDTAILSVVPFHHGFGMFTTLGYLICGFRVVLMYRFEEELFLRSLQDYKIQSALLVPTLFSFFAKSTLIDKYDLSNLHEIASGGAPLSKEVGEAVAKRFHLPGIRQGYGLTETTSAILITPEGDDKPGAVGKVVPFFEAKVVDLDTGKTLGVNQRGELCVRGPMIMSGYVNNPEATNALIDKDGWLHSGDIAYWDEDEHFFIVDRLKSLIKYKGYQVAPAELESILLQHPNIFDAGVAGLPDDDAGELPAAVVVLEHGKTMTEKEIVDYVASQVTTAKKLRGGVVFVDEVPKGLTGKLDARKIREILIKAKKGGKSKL
# Diaphorase act = compounds boosting diaphorase resazurin reduction – biochemical, uHTS, resorufin fluorescence, counter-screen for diaphorase-coupled primary assays, primary screen. hit rate 0.005% among 190,000. AID 1229, 2008. activation factor at 20 µM. Diaphorase/resazurin coupled assay, 16 min; stronger effect = higher value; 1 = vehicle wells, 0 = NADH-free wells;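 active = diaphorase activity raised at least twofold by the compound at 20 µM; inactive = activation factor below 2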
#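 Test system: Clostridium kluyveri diaphorase, purified enzyme. Buffer or medium: 50 mM HEPES pH 7.4 buffer plus MgCl2 and Tween 20. Also added: 0.114 mM NADH and 0.1 mM resazurin, final amounts. Dosing: compound 20 µM once, DMSO 1%. Schedule: 16 min enzyme reaction, ambient temperature. Detection: fluorescence of resorufin, 544 nm excitation, 590 nm emission.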
# Diaphorase inh = diaphorase inhibitors and chemical oxidizers, primary screen, counter-screen for diaphorase-coupled primary assays, biochemical, uHTS, resorufin fluorescence; inhibition, % at 20 µM; diaphorase resazurin-to-resorufin fluorescence, NADH, 16 min; bacterial (C. kluyveri) enzyme, not human; AID 1217, 2008; hit rate 0.69% among 190,000;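 active = primary screen inhibition at 20 µM above a set limit, cut at about 50% in these data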;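 note: plate controls were DMSO with full reaction for no effect and wells lacking NADH for full effect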
#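 Assay system – diaphorase enzyme from Clostridium kluyveri · Amount – diaphorase 0.14 U/mL (working solution) · Times – reaction incubation of 16 min at room temperature · Controls – No-NADH positive control and DMSO neutral control · Signal – resorufin fluorescence 544/590 nm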
# NF-kB neuron act = activators of NF-kB expression in neurons, primary screen, cell-based, HTS; hit rate 1.6% among 190,000; human neuronal cells, NF-kB reporter expression; stronger effect = higher value; fold change at 12.5 µM; in the data active = fold change above about 3.3
# TLR4-MyD88 BLA = inhibitors of TLR4-MyD88 association in cells, primary screen, cell-based, HeLa CL3-4, BLA complementation, FRET ratio; inhibition, % at 8.4 µM; HeLa CL3-4 TLR4/MyD88 BLA complementation; hit rate 0.18% among 200,000; Toll-like receptor 4 (Homo sapiens) + Myeloid differentiation primary response protein …; in the data active = inhibition above about 25%;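 note: 0% = vehicle and 100% = reference inhibitor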
# FLuc stim CS = FLuc activators, initial screening, artefact control for FLuc-dependent activation tests, biochemical, ATPlite luminescence | ATPlite luciferase biochemical, 10 min; 0 = ATP-free wells, 1 = DMSO control | 200,000 tested, under 10 active | AID 1027, 2008 | activation factor at 10 µM | Luciferin 4-monooxygenase (Photinus pyralis), P08659;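 active = luciferase activation factor, scaled between plate controls, of at least 2 with compound at 10 µM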
#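 Assay system: Luciferase/luciferin detection reagent, cell-free biochemical luciferase assay / Also added: ATP substrate / Schedule: 10 min at ambient temperature / Measured by: luminescence measurement of luciferase light output / Benchmarks: low control with PBS replacing ATP, high control enzyme plus ATP without compound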
# G6PDH CS = L. mesenteroides G6PDH inhibitors, counter-screen for G6PDH-coupled screening assays, biochemical, Leuconostoc mesenteroides enzyme | glucose-6-phosphate dehydrogenase [Leuconostoc mesenteroides] | inhibition, % at 5 µM | hit rate 0.12% among 200,000 | Purified L. mesenteroides G6PDH, diaphorase/resazurin coupled fluorescence, 45 min | AID 1020, 2008; in the data active = inhibition above about 50%
# APP 5'UTR act = activators of APP 5'UTR luciferase reporter, primary screen, SH-SY5Y cells. activation, % at 2 µM. SH-SY5Y APP 5'UTR luciferase reporter, luminescence; zero percent = DMSO vehicle wells. hit rate 1% among 190,000;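 active = activation above a set limit, based on mean plus 3 SD of controls, cut at about 140% in these data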; note: values of inactives mirror those of a sister screen read the other way
# APP transl inh = inhibitors of APP translation via 5'UTR reporter, primary screen, APP 5'UTR luciferase, SH-SY5Y cells. SH-SY5Y APP 5'UTR-luciferase reporter, luminescence. inhibition, % at 2 µM. hit rate 0.82% among 190,000;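 active = inhibition above a set limit, derived from the sample mean plus 3 SD, cut at about 45% in these data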; note: values of inactives mirror those of a sister screen read the other way
# Numbers without * were called inactive; nt = not tested or not shown. Random draw from the library; overall some 5.6% were active at least once.
SMILES,STAT1 activator,FLuc inhib CS,Diaphorase act,Diaphorase inh,NF-kB neuron act,TLR4-MyD88 BLA,FLuc stim CS,G6PDH CS,APP 5'UTR act,APP transl inh
Cc1cc(C)cc(N2C(=O)CSC2c2cccs2)c1 (centres undefined),94,-5,1.1,-7,0.89,7,1.1,3,29,-29
CCOc1cc(/C=C(\C#N)C(=O)NCC2CCCO2)ccc1O (centres undefined),103,-3,1.1,-11,1,7,1,14,-2,2
CN(c1ccc(C(=O)N2CCN(Cc3ccc4c(c3)OCO4)CC2)cc1)S(=O)(=O)c1ccccc1,93,-7,0.8,15,0.79,-8,1.1,-4,7,-7
CCCc1[nH]nc2c1C(c1ccsc1)C(C#N)=C(N)O2 (centres undefined),87,1,1,1,1.1,1,1,12,18,-18
CC1CC(C)CN(c2cc(=O)n(Cc3ccc(F)cc3)c(=O)[nH]2)C1 (centres undefined),98,-9,0.7,26,1,0,1.1,16,8,-8
O=C(Cc1ccccc1)Nn1cnc2ccccc21,101,-3,0.8,16,1.1,10,1,8,18,-18
CC1(C)CC(=O)C2=C(C1)N(c1cccc(Cl)c1)C(=O)NC2(C(F)(F)F)C(F)(F)F,106,0,0.9,12,1,-29,1,8,16,-16
CCS(=O)(=O)NCc1csc(-c2ccccc2)n1,105,-3,0.9,9,1.8,-9,1,-14,6,-6
Cc1nc2sc(-c3ccccc3)cc2c(=O)n1/N=C/N(C)C,147*,21,1.1,-6,2.4,-3,0.8,-4,103,-103
COc1ccc(C2c3cc(OC)c(OC)cc3CCN2S(C)(=O)=O)cc1OC (centres undefined),90,-9,1,-1,0.85,12,1.1,9,-15,15
O=C(NN=C1c2ccccc2-c2ccccc21)c1ccccc1Br,93,6,0.9,13,0.87,-1,0.9,10,31,-30
Cc1noc(C)c1S(=O)(=O)N(CC(=O)N1CCCCCC1)c1ccc(C(C)C)cc1,98,0,1,4,0.75,-2,1,2,5,-5
Cc1ccc(NC(=S)c2nc3ccccc3[nH]2)c(C)c1,169*,85*,0.9,11,3.2,4,0.2,-2,133,-133
CCc1ccccc1NC(=O)CSc1nnc(Cn2cnc3ccccc32)o1,101,-7,0.9,10,1.2,-5,1.1,5,1,-1
CSc1ccc(S(=O)(=O)Nc2ccc3c(c2)NC(=O)CC3)cc1,79,-5,0.8,16,1,2,1.1,4,12,-12
O=C(CSc1nnc(NC2CCCCC2)s1)NN1C(=O)NC2(CCCCC2)C1=O,92,-3,0.8,15,1.2,-4,1,-7,2,-2
O=C(O)C1C2C=CC(C2)C1C(=O)NCc1ccco1 (centres undefined),102,-7,0.7,35,1.2,-9,1.1,4,-2,2
CCN(C(=O)CSc1cc(-c2ccccc2)c2ccc(OC)cc2n1)C1CCS(=O)(=O)C1 (centres undefined),87,-6,0.7,31,0.85,2,1.1,-37,-2,2
O=C(C1CCN(S(=O)(=O)c2ccc(Br)s2)CC1)N1CCc2ccccc21,103,-5,0.9,8,0.75,0,1.1,0,10,-10
Cc1ccccc1Cn1nc(C)c(NC(=O)c2cc3n(n2)C(C(F)F)CC(C(F)F)N3)c1C (centres undefined),97,-6,0.9,7,1,-3,1.1,-2,13,-13
CC(C)CCc1c(O)nc(SCC(C)C)[nH]c1=O,98,-1,1.1,-10,1,-10,1,8,-5,4
NC(=O)Nc1ccc2c(c1)OCCO2,106,1,0.9,9,1.8,1,1,0,nt,nt
COc1cccc(C2/C(=C(/O)c3ccc(F)cc3)C(=O)C(=O)N2CCN(C)C)c1 (centres undefined),106,-4,0.9,11,0.85,-13,1,13,-5,5
Cc1occc1C(=O)Nc1nnc(C(F)(F)F)s1,105,0,0.9,11,1.3,17,1,8,2,-2
COc1ccc(S(=O)(=O)Nc2ccc3oc(C)c(C(C)=O)c3c2)cc1,82,-2,0.9,11,1.1,-3,1,13,0,0
O=C(NC(=S)NCc1nc2ccccc2[nH]1)c1ccc(F)cc1,103,-1,1,2,1,12,1,0,12,-12
c1csc(-c2noc(CN3CCN4CCCC4C3)n2)c1 (centres undefined),109,-9,0.8,22,1.6,-1,1.1,9,6,-6
COc1ccc(Nc2cc(C(=O)NCc3cccnc3)c3ccccc3n2)c(OC)c1,101,12,1,-3,0.57,-17,0.9,8,-10,10
Cc1cc(C)c(NC(=O)/C=C\C(=O)O)c([N+](=O)[O-])c1,109,-5,0.8,16,0.95,-3,1.1,6,6,-6
COc1ccc(CCNC(=O)C2CCN(C(=O)c3cccs3)CC2)cc1,100,-4,0.8,17,1.1,0,1,2,6,-6
CC(=O)Nc1ccc2c(c1)nc(CCN1CCC(C)CC1)n2C,92,-4,1,2,0.87,4,1,10,-8,8
COc1ccc(-c2nnnn2-c2ccccc2OC)cc1,94,-3,0.9,9,1.3,2,1,-2,11,-11
CCOc1ncccc1C(=O)OCC(=O)Nc1ccc(S(=O)(=O)N2CCOCC2)cc1,95,-4,0.9,11,1.2,-2,1,0,-3,3
N#CCC(N)=C(C#N)C#N,95,-4,0.9,6,1,11,1,3,12,-12
CC(C)(C)n1nc2c(c1NC(=O)Cc1cccc3ccccc13)CS(=O)C2 (centres undefined),99,-2,0.8,15,1.1,-7,1,14,20,-20
O=c1[nH]c(-c2ccccc2Cl)nc2c1sc(=S)n2-c1ccccc1,99,0,0.8,22,1.1,19,1,7,15,-15
O=C(NNC(=O)c1cc2cc3ccccc3nc2s1)c1cccc(C(F)(F)F)c1,99,-1,1,0,1.1,7,1,-1,11,-11
COc1ccc(CC(=O)NNC(=O)COc2ccc(Br)cc2C)cc1OC,104,-4,1,2,0.98,-2,1,0,1,-1
Cc1nn(-c2ccccc2)c(Oc2ccccc2)c1C=O,101,-8,1,2,1,-15,1.1,-4,4,-4
O=C(NNc1ccc([N+](=O)[O-])cc1)C1CC1c1ccccc1 (centres undefined),105,-7,0.9,15,1.1,3,1.1,-5,-8,8

# Five records drawn at random from the list so far, as already listed:
SMILES,STAT1 activator,FLuc inhib CS,Diaphorase act,Diaphorase inh,NF-kB neuron act,TLR4-MyD88 BLA,FLuc stim CS,G6PDH CS,APP 5'UTR act,APP transl inh
COc1ccc(-c2nnnn2-c2ccccc2OC)cc1,94,-3,0.9,9,1.3,2,1,-2,11,-11
Cc1occc1C(=O)Nc1nnc(C(F)(F)F)s1,105,0,0.9,11,1.3,17,1,8,2,-2
COc1ccc(CCNC(=O)C2CCN(C(=O)c3cccs3)CC2)cc1,100,-4,0.8,17,1.1,0,1,2,6,-6
O=C(NNC(=O)c1cc2cc3ccccc3nc2s1)c1cccc(C(F)(F)F)c1,99,-1,1,0,1.1,7,1,-1,11,-11
CC(=O)Nc1ccc2c(c1)nc(CCN1CCC(C)CC1)n2C,92,-4,1,2,0.87,4,1,10,-8,8

# Further entries
SMILES,STAT1 activator,FLuc inhib CS,Diaphorase act,Diaphorase inh,NF-kB neuron act,TLR4-MyD88 BLA,FLuc stim CS,G6PDH CS,APP 5'UTR act,APP transl inh
Cc1cc(C#N)c(C)n1-c1cc(C(F)(F)F)ccc1N1CCOCC1,108,-4,0.8,19,1.2,-1,1,16,5,-5
CCOC(=O)N/N=C/c1ccc(F)cc1,107,5,1,-5,1.5,2,0.9,7,16,-16
O=C(CN1CCN(c2ccccc2F)CC1)Nc1nnc(C(F)(F)F)s1,101,-8,0.9,14,1.1,-9,1.1,8,-9,9
CCOC(=O)c1c(C)[nH]c(N=Nc2cccc(C)c2)c1C,138*,13,1,2,3.4*,-1,0.9,-5,158*,-158
Cc1ccc(CSCCNC(=O)CN2C(=O)c3ccccc3S2(=O)=O)cc1,96,1,1.1,-5,1.3,5,1,-2,-13,13
O=[N+]([O-])c1ccc2nc(SCc3cn4ccccc4n3)[nH]c2c1,98,3,0.9,11,1.3,-11,1,-21,-3,3
CCOc1ccc(C(=O)Nc2cc(-c3nc4ccccc4[nH]3)ccc2C)cc1[N+](=O)[O-],100,3,0.9,8,0.59,-6,1,9,6,-6
COC(=O)CN1C(=O)C2(C(C#N)=C(N)Oc3cc(C)oc(=O)c32)c2ccccc21 (centres undefined),89,-4,0.9,8,1.4,-4,1,2,-2,2
O=C(CCN1CCc2ccccc2C(c2ccccc2)C1)c1ccc2c(c1)OCCO2 (centres undefined),94,0,1,-1,0.98,0,1,2,-6,6
Cc1cc(=O)n(C)c(=O)n1CCCCCCOc1cccc([N+](=O)[O-])c1,93,-5,0.9,6,0.81,2,1,6,3,-3
CC(C)c1cc(C(=O)Nc2cc(Cl)ccc2O)no1,97,11,0.9,10,8.6*,13,0.9,7,139*,-139
COc1nc(NC2CCCCC2)nc(N2CCCCCC2)n1,94,-3,0.8,20,1,-5,1,6,-8,8
O=C(CSc1nc(O)c(Cc2ccccc2F)c(=O)[nH]1)N1CCCCCC1,100,-2,0.9,6,0.99,5,1,5,1,-1
Cc1ccc(OCC(=O)N/N=C2/SCC(=O)N2Cc2ccccc2)cc1,92,-5,0.9,6,1,-3,1,-14,-23,23
CC1(C)C2CCC1(C)C(OC(=O)CCn1ccnc1)C2 (centres undefined),111,-6,0.9,6,0.86,2,1.1,-1,-7,7
O=C(Cc1ccccc1)NC(NCCc1ccccc1)C(Cl)(Cl)Cl (centres undefined),99,-7,1,5,0.97,-16,1.1,11,1,-1
O=c1c2ccccc2nc(COc2ccccc2)n1/N=C/c1ccco1,105,3,0.9,5,0.7,7,1,9,8,-8
CC1CCC(C(C)C)C(=O)/C1=C\c1ccc(NC(=O)CCC(=O)O)cc1 (centres undefined),94,0,0.9,10,0.85,17,1,8,28,-28
Cn1c(SCC(=O)NC2CC2)nnc1-c1cccc(NC(=O)c2ccccc2F)c1,98,-5,0.9,7,0.92,-6,1,1,-2,2
COc1cc(CNC2CCCC2)cc(Br)c1OCC(=O)Nc1ccccc1C,102,-10,0.9,6,1.1,6,1.1,10,-8,8
CCOC(=O)C1C(=O)C(C(C)=O)C(=O)CC1CC(C)SCC (centres undefined),101,-1,1,3,0.99,4,1,-8,-14,14
CNC(=O)c1ccsc1NC(=O)c1ccc(Cl)s1,106,-5,0.8,20,1.3,0,1,0,22,-22

# Source: PubChem BioAssay
